# Screens: PubChem BioAssay, National Center for Advancing Translational Sciences (NCATS)
# RGS4 inh – inhibitors of human regulator of G protein signaling 4; P49798; Transcreener GDP fluorescence polarization, RGS4-accelerated GTP hydrolysis; Potency, µM (titrated, usually from 114 µM), for the others: at the highest dose activity change, negative = inhibition, most hits filed as inhibitors; 390,000 tested, 0.039% active; AID 504845; note: potency is the fitted concentration of half-maximal effect; % is set by controls: 0 for no effect and ±100 for the full control effect; nearly all actives have a fitted effect of over 75% in size; some results filed as inactive show a strong effect at the top dose
# Target sequence (P49798 whole entry, looked up): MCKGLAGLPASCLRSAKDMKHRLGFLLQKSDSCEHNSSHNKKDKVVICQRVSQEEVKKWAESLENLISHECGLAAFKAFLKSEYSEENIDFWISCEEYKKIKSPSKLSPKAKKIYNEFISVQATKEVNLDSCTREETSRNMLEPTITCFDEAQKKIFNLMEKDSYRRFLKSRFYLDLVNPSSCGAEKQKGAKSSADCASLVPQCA
#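 MLSMR compounds (23 nl, pin-transferred) preincubated 10 min at room temperature with a 500nM (2x) first reagent, then RGS4 at 900nM (2x) plus Transcreener GDP mix added; fluorescence polarization (620/688 nm) read before and after 90 min at 30 °C.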
# ERG Ets-DNA blk – ERG Ets/DNA interaction inhibition; P11308; fluorescence polarization, His-ERG Ets domain / labelled DNA; Potency, µM (series often up to 76.9 µM), inactives show top-dose FP activity, negative = inhibition, most hits filed as inhibitors; 370,000 tested, 0.028% active; active = well fitted inhibition curve with a large enough effect in the polarisation, with a control signal flat; inconclusive = small, poorly fitted or top-dose-only effect, or effect the other way, or a change in a side signal; inactive = no such curve, though single readings can be large or run the other way; the % refers to the polarisation;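 note: polarization taken with two DNA probes labelled with fluorescein and Texas red; potency is the fitted concentration of half-maximal effect; % of control where 0% means no effect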
#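 His-tagged ERG Ets domain (1 uM in the protein solution; 300mM KCl, 50mM Tris-HCl, 1mM EDTA, 1mM DTT, pH 7.5) received compound, then a probe mix of 5 nM fluorescein-DNA and 100nM Texas-615-DNA. Fluorescence polarization was read for both dyes.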
# D2 agonist – activates the human D2 dopamine receptor. 340,000 tested, 0.53% active. HEK293 T-REx D2 cells, calcium flux agonist mode. activation, % at 2 µM. AID 485358. P14416;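 active = activation over 3 SD above normal in the single-dose calcium agonist read, cut at about 30% in these data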; note: 0% is about no effect
#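 Calcium-flux readout, 1 cycle/sec over 180 s following compound pin transfer, in inducible HEK293 Trex D2 cells (force-coupled); dopamine controls included. Positive calcium responses during this window marked compounds as potential agonists.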
# Vif-A3F inh – inhibitors of Vif-A3F interaction; HeLa A3F-eYFP + Vif (tagged APOBEC3F with the HIV-1 protein that degrades it), YFP fluorescence increase; AID 602313; Potency, µM (doses to about 46.1 µM), for inactives: at the highest dose activity, negative = active; 390,000 tested, 0.2% active; note: potency is the fitted concentration of half-maximal effect; % of control where 0% means no effect; nearly all actives have a fitted effect of over 65% in size
#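 Fluorescence increase (Ex 488/Em 500-530) after overnight compound treatment at 37 deg C flags inhibition of Vif-driven A3F-eYFP loss in stable HeLa A3F-eYFP/Vif cells seeded overnight beforehand.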
# D2 antag – D2 dopamine receptor (human) antagonism. 340,000 tested, 2% active. inhibition, % at 10 µM. AID 485344. HEK293 TREx D2 cells, calcium flux, dopamine EC80; in the data active = inhibition above about 30%; note: 0% is about no effect
#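 Measurement of antagonist activity uses fluorescent calcium dye in inducible HEK293 T-REx D2 cells: 10 s baseline, compound addition with 180 s read, EC80 dopamine addition with a further 180 s read.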
# LDHA block – inhibitors of human lactate dehydrogenase A. activity change, % (values are at about 110 or 230 µM). AID 1347041. P00338. purified LDHA, NADH/diaphorase-resazurin fluorescence; stronger effect = lower value. 480,000 tested, 0.15% active; in the data active = activity change below about -30%; inconclusive = mostly about -25% to -30%;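 note: plate controls were DMSO wells for no effect and wells without enzyme for full effect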
#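 Resorufin fluorescence (ex540/em590), read at 0 and 20 min after diaphorase/resazurin addition, reports the NADH left after a 5 min room-temperature reaction of 2 nM human LDH5 with 0.06 mM NADH and 0.2 mM pyruvate.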
# Vif-A3G inh – inhibitors of Vif-APOBEC3G interaction | Q9HC16 | 410,000 tested, 0.076% active | AID 602310 | HeLa A3G-eYFP + Vif (tagged APOBEC3G with the HIV-1 protein that degrades it), YFP fluorescence, overnight | Potency, µM (series often up to 46.1 µM), without a hit: at the highest dose activity, negative = active, usual class: inhibitors;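 note: potency is the fitted concentration of half-maximal effect; % is set by controls: 0 for no effect and ±100 for the full control effect; nearly all actives have a fitted effect of over 60% in size; hits raise eYFP signal because A3G escapes Vif-driven loss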
#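 Read-out is eYFP fluorescence (Ex 488/Em 500-530) from Vif-expressing HeLa A3G-eYFP cells; more signal means A3G escaped Vif-mediated degradation. Cells plated overnight, compound pinned in, incubated overnight at 37 deg C.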
# Glioma ERSR ind – induces the endoplasmic reticulum stress response in human glioma cells; U87-MG GRP78 promoter luciferase reporter, 16 h; Potency, µM, inactives show top-dose activation, usual class: activators; 420,000 tested, 0.02% active; note: potency is the fitted concentration of half-maximal effect; series mostly up to about 76 µM; % of control where 0% means no effect; nearly all actives have a fitted effect of over 35% in size
#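 Stably transfected U87-MG glioma cells carrying a GRP78-based luciferase sensor; 16 h compound incubation. Luminescence end-point read 10 min after Bright-Glo addition at room temperature.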
# ALOX12 inh – ALOX12 (human) lipoxygenase inhibition; P18054; purified 12hLO, xylenol orange hydroperoxide absorbance; Potency, µM (highest dose often 108 µM), without a hit: at the highest dose activity change, negative = inhibition, most hits filed as inhibitors; 580,000 tested, 1.1% active; note: potency is the fitted concentration of half-maximal effect; % is set by controls: 0 for no effect and ±100 for the full control effect
# Target sequence (P18054 whole entry, looked up): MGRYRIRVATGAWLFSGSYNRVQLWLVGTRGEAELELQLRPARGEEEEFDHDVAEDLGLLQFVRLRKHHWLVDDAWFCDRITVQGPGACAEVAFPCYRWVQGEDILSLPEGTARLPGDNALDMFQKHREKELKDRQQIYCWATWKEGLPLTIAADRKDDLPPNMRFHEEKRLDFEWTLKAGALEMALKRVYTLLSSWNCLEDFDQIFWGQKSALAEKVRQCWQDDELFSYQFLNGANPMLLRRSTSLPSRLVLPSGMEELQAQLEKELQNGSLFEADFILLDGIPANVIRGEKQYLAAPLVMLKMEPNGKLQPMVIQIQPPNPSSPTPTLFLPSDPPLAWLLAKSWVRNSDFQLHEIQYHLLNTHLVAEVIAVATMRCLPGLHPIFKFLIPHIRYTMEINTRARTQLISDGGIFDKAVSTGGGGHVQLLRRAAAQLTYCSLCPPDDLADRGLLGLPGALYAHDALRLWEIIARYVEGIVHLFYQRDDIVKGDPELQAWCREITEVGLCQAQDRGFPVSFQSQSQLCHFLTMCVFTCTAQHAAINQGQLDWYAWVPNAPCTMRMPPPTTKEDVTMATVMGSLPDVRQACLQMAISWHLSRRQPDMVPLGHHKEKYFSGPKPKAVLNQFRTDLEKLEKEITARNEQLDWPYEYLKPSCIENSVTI
#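 Purified human 12hLO at 150 nM in 25 mM Hepes, 0.01% Triton X-100, pH 7.0, preincubated 15 min at room temperature with compound. Reaction started with 40 uM arachidonic acid, 30 min at room temperature. Hydroperoxide measured by Fe-xylenol orange, 573/405 nm absorbance ratio.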
# Numbers without * were called inactive; ? = inconclusive; nt = no result given; & = joins results of further samples; [ ] = another dose, or the depositor's remark. Unless noted, calls come from the whole dose curve; as a rule, active = well fitted curve in the direction sought with a large enough effect; inconclusive = small, poorly fitted or top-dose-only effect, or another doubt; inactive = no such curve, though single readings can be large; an effect the other way counts as inactive or inconclusive. This is a subset. The share of hits here may be higher or lower than overall.
# Start of the listing, in advance:
SMILES,RGS4 inh,ERG Ets-DNA blk,D2 agonist,Vif-A3F inh,D2 antag,LDHA block,Vif-A3G inh,Glioma ERSR ind,ALOX12 inh
COc1cc(C(=O)NC2CCN(C)CC2)ccc1Nc1ncc2c(n1)N(Cc1ccccc1)CCC(=O)N2C,-4%,-3%,nt,?,nt,1,-16%,-2%,?
O=C(Nc1ccccc1)c1ccc2nsnc2c1,16%,4%,nt,6%,nt,3&-3,0%,6%,8%&0%
COc1cc(/C=C/C(=O)OCC(=O)N2CCC(C)CC2)ccc1OCC#N,19%,-3%,0.2,0%,10,1,0%,-3%,4%
NC(=O)CC(NC(=O)c1ccc(Br)cc1)c1ccc(NCCc2ccc(F)cc2)c([N+](=O)[O-])c1 (configuration not stated),-12%,4%,1.1,-12%,-20,-13,-19%,2%,?
CC1Cc2cc(/C(O)=C3/C(=O)C(=O)N(CCCN4CCOCC4)C3c3ccc(C(C)C)cc3)ccc2O1 (configuration not stated),14%[11.4 µM],-7%,0.6,1%,-2,1,2%,-4%,-20%
COc1ccc(N2C(=O)CC(NNC(=O)c3cccnc3)C2=O)cc1 (configuration not stated),20%,-5%,0.3,4%,5,-1,4%,-3%,13%

# The listing, previewed entries included:
SMILES,RGS4 inh,ERG Ets-DNA blk,D2 agonist,Vif-A3F inh,D2 antag,LDHA block,Vif-A3G inh,Glioma ERSR ind,ALOX12 inh
COc1cc(C(=O)NC2CCN(C)CC2)ccc1Nc1ncc2c(n1)N(Cc1ccccc1)CCC(=O)N2C,-4%,-3%,nt,?,nt,1,-16%,-2%,?
O=C(Nc1ccccc1)c1ccc2nsnc2c1,16%,4%,nt,6%,nt,3&-3,0%,6%,8%&0%
COc1cc(/C=C/C(=O)OCC(=O)N2CCC(C)CC2)ccc1OCC#N,19%,-3%,0.2,0%,10,1,0%,-3%,4%
NC(=O)CC(NC(=O)c1ccc(Br)cc1)c1ccc(NCCc2ccc(F)cc2)c([N+](=O)[O-])c1 (configuration not stated),-12%,4%,1.1,-12%,-20,-13,-19%,2%,?
CC1Cc2cc(/C(O)=C3/C(=O)C(=O)N(CCCN4CCOCC4)C3c3ccc(C(C)C)cc3)ccc2O1 (configuration not stated),14%[11.4 µM],-7%,0.6,1%,-2,1,2%,-4%,-20%
COc1ccc(N2C(=O)CC(NNC(=O)c3cccnc3)C2=O)cc1 (configuration not stated),20%,-5%,0.3,4%,5,-1,4%,-3%,13%
CC1(C)CC(=O)C(C(O)c2ccccc2)C(C)(C)N1 (configuration not stated),-26%,?,0.5,1%,-3,2,1%,-3%,0%
Cc1cccc(-n2c(SCC(=O)O)nc3sc4c(c3c2=O)CCCC4)c1,9%,-2%,-2.3,-1%,0,-6,1%,-4%,-1%
Cc1c(Cl)cccc1Nc1nn2c(=O)c3ccccc3nc2s1,16%,-1%,-0.5,1%,nt,-6,0%,1%,?
COc1ccc(-n2c(Cc3cccn3C)nnc2SCC(=O)Nc2ccc(Cl)cc2)cc1,-30%,4%,-0.8,1%,14,1,-5%,-7%,469%[activator]
Cc1cc(Cl)ccc1NC(=O)CSc1nnc(-c2ccncc2)n1Cc1ccco1,-27%,-4%,-0.8,-1%,1,-6,-2%,-2%,-62%
Cc1ccc(-c2nc(C(=O)O)cs2)cc1,-13%,6%,0.6,-1%,-25,-7,-6%,2%,-11%
CCNC(=O)c1c(C)oc2ncn(C)c(=O)c12,9%,4%,0.1,-7%,nt,-3,0%,0%,-1%
Cc1c(C(=O)O)[nH]c2c1C(=O)CC(c1ccc(C(C)(C)C)cc1)C2 (configuration not stated),-2%,-8%,-0.7,0%,8,0,-5%,3%,0%
Nn1c(SCc2cccc(F)c2)nnc1-c1ccncc1,11%,17%,-0.6,3%,1,-1,6%,-3%,-9%
CCOc1ccccc1/C=C(/NC(=O)c1ccccc1)C(=O)NCC(=O)O,4%,-3%,0.7,10%,3,-5,1%,-2%,3%
O=C(NCc1ccc2c(c1)OCO2)C(=O)NCC1OCCCN1S(=O)(=O)c1cc(F)ccc1F (configuration not stated),12%,9%,0.8,-7%,20,-2,-3%,-3%,-5%
O=C(c1cccnc1)N1CCN(S(=O)(=O)c2ccc(F)cc2)CC1,-12%,1%,-0.5,-1%,8,-6,2%,-3%,-5%
CCCSc1nnc(CSc2ncccn2)n1C,-7%,-1%,0.2,3%,-1,-6,5%,-1%,-13%
O=C(c1cccs1)N1CCN(CCc2ccccc2)CC1,20%,2%,43*,-8%,42*,-4,-2%,-3%,23%
O=C(N/N=C/c1ccncc1)c1cc(Br)ccc1OCc1ccccc1,-5%,-5%,-2.9,3%,2,0,0%,-2%,8%
O=C1OCc2cc(NC(=O)C34CC5CC(CC(C5)C3)C4)ccc21,-35%,6%,-1.6,-1%,3,3,-6%,9%,57%[activator]
CC(=O)c1c(C)oc2ccc(NS(=O)(=O)c3ccc(F)cc3C)cc12,3%,4%,0.9,8%,-5,-7,0%,-3%,-6%
O=C(CC1S/C(=N/N=C/c2ccco2)NC1=O)Nc1cccc(Cl)c1Cl (configuration not stated),-13%,2%,0.0,-2%,-37,-3,-1%,-3%,0%
CCOC(=O)c1sc(N(C)C(C)=O)nc1C,-13%,2%,-0.3,1%,-11,-4,0%,0%,-14%
Cc1cccc(NC(=O)c2ccc(NCC3CCCO3)c([N+](=O)[O-])c2)c1 (configuration not stated),-17%,nt,-1.6,0%,-20,-13,-2%,3%,-8%
O=[N+]([O-])c1cccn2cc(-c3ccc(Br)cc3)nc12,-27%,-5%,0.4,-1%,-9,-10,-17%,-1%,-4%
COc1ccccc1C(=O)CN1C(=O)NC2(CCCCCC2)C1=O,6%,8%,nt,8%,nt,-4,0%,-1%,-12%
COc1ccccc1OCC(=O)Nc1cc2c(cc1C(=O)O)OCCCO2,-33%,7%,0.3,-3%,9,-4,0%,11%,?
Cc1nn(-c2ccccc2)c(N)c1Sc1ccc([N+](=O)[O-])cc1,?,4%,-1.7,-1%,-10,-11,0%,-3%,?
Cc1ccc2ccc(S(=O)(=O)n3nc(C)cc3C)cc2c1,30%,0%,0.6,-13%,-11,-7,-11%,-1%,-25%
COc1cccc(C2=NOC(C(=O)Nc3cc(C)nn3-c3ccccc3)C2)c1OC (configuration not stated),-14%,-13%,0.3,-2%,-6,7&1,-17%,-4%,?
Cc1c(C(=O)NCCc2ccccc2)oc2ccccc12,-7%,-7%,-2.5,10%,0,-6,-9%,-5%,-4%
COc1cc(C(c2sc3nc(C)nn3c2O)N2CC(C)OC(C)C2)cc(OC)c1OC (configuration not stated),5%,8%,-0.3,1%,-19,-2,-2%,-3%,20%
Cc1noc(C)c1NC(=O)Nc1cccc2c1O[C@H](CN(C)S(C)(=O)=O)[C@@H](C)CN([C@H](C)CO)C2=O,-3%,-10%,nt,-11%,nt,4,1%,0%,34%[activator]
CCOc1ccc(NC(=O)C/C(C)=N/NC(=O)Cc2ccc(Cl)cc2)cc1,7%,-7%,0.4,1%,0,0,1%,2%,22%
Cc1cc(C(=O)OCC(=O)NC(C)c2ccc(F)cc2)c(C)o1 (configuration not stated),-35%,nt,-1.1,-7%,-11,-2,-4%,-3%,-9%
COc1ccc(-c2c(-c3ccc(OC)c(C)c3O)n[nH]c2C)cc1,3%,3%,0.2,12%,7,0,-15%,-5%,-19%
CCN(CC)S(=O)(=O)c1cc(C(=O)Nc2cc(S(=O)(=O)N3CCOCC3)ccc2N2CCCC2)ccc1F,-13%,-3%,-1.4,0%,-9,-5,1%,-3%,-6%
CCCCN(C)Cc1cc(=O)oc2ccc3ccccc3c12,-15%,-2%,-1.3,1%,17,-1,-7%,-4%,?
CCOc1ccc(C(=O)CCc2nc3ccccc3s2)cc1,-32%,nt,1.8,-8%,6,1,-20%,1%,-4%
CCc1ccc(S(=O)(=O)NCc2csc(-c3cccnc3)n2)s1,-10%,5%,nt,-1%,nt,-4,3%,-1%,10%
O=C(/C(=C(/[O-])c1ccccc1)[n+]1ccccc1)c1ccc([N+](=O)[O-])cc1,-14%,4%,-0.2,10%,4,4,0%,0%,-17%
O=C(NC(=S)Nc1cccc(NC(=O)c2ccc(Cl)cc2Cl)c1)c1cccs1,3%,-5%,nt,-7%,nt,-5,0%,0%,4%
CCOc1ccc2[nH]c(=O)c(C(c3nnnn3CCOC)N3CCOCC3)cc2c1 (configuration not stated),-14%,-5%,-0.1,-13%,-7,5,2%,-5%,?
c1cnc2cc(-c3ccsc3)ncc2c1,17%,3%,-0.4,0%,13,-12,0%,2%,-10%
Cc1ccc(C(C)C)c(OCCN2CCc3ccccc3C2)c1,5%,-1%,-0.9,-1%,-15,-4,-7%,-3%,-11%
